# Bioassay records (PubChem BioAssay)
# FEN1 inhibitor – qHTS Assay for the Inhibitors of Human Flap endonuclease 1 (FEN1); actives 0.35% (n = 390,000); Recombinant FEN1 flap cleavage, fluorescence, 15 min; P39748; Potency, µM (series often up to 114 µM), inactives show top-dose activity change, negative = inhibition, usual class: inhibitors; further: nearly all actives have a fitted effect of over 65% in size
# Target sequence (P39748 whole entry, looked up): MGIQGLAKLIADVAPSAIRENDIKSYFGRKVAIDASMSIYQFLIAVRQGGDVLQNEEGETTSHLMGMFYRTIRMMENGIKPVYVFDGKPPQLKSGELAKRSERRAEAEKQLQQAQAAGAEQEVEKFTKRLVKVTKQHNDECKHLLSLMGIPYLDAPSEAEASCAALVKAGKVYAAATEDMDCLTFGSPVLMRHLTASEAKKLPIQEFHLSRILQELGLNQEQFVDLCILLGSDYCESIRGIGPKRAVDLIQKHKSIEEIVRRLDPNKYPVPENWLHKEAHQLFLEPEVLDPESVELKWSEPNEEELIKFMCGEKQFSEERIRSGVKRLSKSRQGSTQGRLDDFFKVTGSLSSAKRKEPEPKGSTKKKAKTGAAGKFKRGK
#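 Recombinant FEN1 (10 nM) was preincubated with pin-transferred compounds for 15 min at room temperature, then flap DNA substrate (50 nM final) was added. Plates were read at 0 and 15 min, and normalized concentration–response data were fitted to a four-parameter Hill equation.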
# DT40 TDP1 CPT – qHTS for Inhibitors of human tyrosyl-DNA phosphodiesterase 1 (TDP1): qHTS in cells in presence of CPT; Potency, µM (highest dose often 46.2 µM), without a hit: top-dose activity change, negative = growth inhibition, actives largely listed as inhibitors; actives 12% (n = 420,000); chicken DT40 Tdp1-/-;hTDP1 cells + 20 nM CPT, ATP luminescence, 48 h; AID 686979, 2013; further: nearly all actives have a fitted effect of over 55% in size
#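 Cell growth measured by CellTiter-Glo luminescence after a minimum 48 h, 37 C compound exposure with 20 nM CPT in Tdp1-knockout DT40 cells stably expressing hTDP1, seeded 400/well; qHTS titration format.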
# N370S GC mod – qHTS Assay for Inhibitors and Activators of N370S glucocerebrosidase as a Potential Chaperone Treatment of Gaucher Disease; Lysosomal acid glucosylceramidase (Homo sapiens), P04062; N370S GC spleen homogenate, 4MU-glucoside fluorescence; Potency, µM (doses to about 59.4 µM), inactives show at the top dose activity change, negative = inhibition, usual class: inhibitors; actives 0.092% (n = 330,000);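 further: 0% = full enzyme activity and -100% = no enzyme basal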
# * marks the source's active call; other numbers are inactive results; ? = inconclusive; / = no result given; & = joins results of further samples. The call rests on the fitted dose curve; in most records, active means well fitted curve in the direction sought with a large enough effect; inconclusive means small, poorly fitted or top-dose-only effect, or another doubt; inactive means no such curve, though single readings can be large; an effect the other way counts as inactive or inconclusive. Unless noted, on the % scale 0 is the no-effect control and ±100 the full control effect; potency means the concentration at half of the fitted maximal effect. These rows are one share of the data; the hit share may differ from the screen's.
# Values in the order: FEN1 inhibitor | DT40 TDP1 CPT | N370S GC mod
- CCOc1ccc(CCNC(=O)Cn2ncc3c(=O)oc4ccc(C)cc4c32)cc1
 : 1% | 2% | /
- CCOC(=O)c1ccc(NS(=O)(=O)c2cc(-c3onc(C)c3C)ccc2C)cc1
 : -8% | -23% | /
- Cc1cc(O)c(N)c(C)c1Cl
 : 0% | ? | -5%
- CCC(=O)C1=C(c2cccc(OC)c2)N(C(=O)CC)n2c(nnc2C2CCCCC2)S1
 : 7% | 8.2µM* | /
- Cc1ccc(CN2CCC(NC(=O)c3ccccc3)CC2)cc1
 : 14% | ? | -4%
- NS(=O)(=O)c1ccc(NC(=S)N2CCN(Cc3ccc4c(c3)OCO4)CC2)cc1
 : -13% | ? | 2%
- S=c1[nH]nc(-c2ccc3ccccc3n2)n1-c1ccc2ncccc2c1
 : -10% | -1% | -1%
- Cc1ccc(NC(=O)c2cc(-c3cccs3)nc3ccccc23)c(C)c1
 : -36% | -28% | /
- CCN(CCCNC(=O)CN1C(=O)COc2ccc(S(=O)(=O)N3CCC(C)CC3)cc21)Cc1ccccc1
 : 14% | ? | -4%
- CCOC(=O)C1(CC2CC2)CCN(S(=O)(=O)C[C@]23CC[C@H](CC2=O)C3(C)C)CC1
 : 1% | 2% | -8%
- Cc1ccccc1-c1cc(N(C)C)ncn1
 : / | -10% | 3%
- CN(CC(=O)Nc1ccc(F)cc1)C(=O)CCc1ccccc1
 : -6% | 2% | -5%
- CN(C)N(C)C(=O)C(O)(c1ccccc1)c1ccccc1
 : 0% | 1% | 23%
- Cc1ccc(S(=O)(=O)N2CCN(C(=O)c3sccc3C)CC2)cc1
 : 1% | 0% | -4%
- COc1ccc(N2CCN(C(CNS(=O)(=O)c3ccc(C)cc3)c3ccccc3)CC2)cc1 (configuration not stated)
 : 8% | ? | /
- O=S(=O)(c1ccc(Br)cc1)N1CCCC1c1nc2ccccc2s1 (configuration not stated)
 : 2% | -21% | 5%
- COc1ccc(-c2nc(N)n(C(=O)c3cccs3)n2)cc1
 : -6% | 0% | 10%
- COc1ccc(-n2c(SC)nnc2-c2c[nH]c3ccccc23)cc1
 : 23% | -13% | 1%
- CCN(C(=O)COC(=O)CNS(=O)(=O)c1ccc2ccccc2c1)C1CCCCC1
 : -7% | -23% | -1%
- COc1ccc(S(=O)(=O)N2CCOCC2)cc1NC(=O)c1cc(C)oc1C
 : -6% | -3% | /

# Values in the order: FEN1 inhibitor | DT40 TDP1 CPT | N370S GC mod
- Cc1cc(N)c(NC2=CC(=O)CC(C)(C)C2)cc1C
 : 4% | -2% | 7%
- C[n+]1ccc(/C=C/c2ccc3ccccc3c2)cc1
 : / | ? | -2%
- CCOC(=O)c1cccc(NC(=O)c2cc3c(=O)n(Cc4cccnc4)ccc3nc2C)c1
 : 14% | ? | /
- CN(C)c1cccc(C(=O)NN2C(=O)NC3(CCCCC3)C2=O)c1
 : -2% | -23% | /
- O=C(CCN1C(=O)/C(=C\c2ccc(F)cc2)SC1=S)Nc1ccccc1
 : 5% | -10% | 24%
- Cc1ccc(N(C)C(=O)c2ccc(CNc3c(N4CCC(C)CC4)c(=O)c3=O)cc2)cc1
 : -2% | ? | -13%
- COc1ccc(CNC(=O)COC(=O)c2ccc(Br)c(S(=O)(=O)N3CCOCC3)c2)cc1
 : 16% | 3% | /
- COC(=O)c1ccc(N2C(=O)CC(SCCN)C2=O)cc1 (configuration not stated)
 : -5% | 1% | -1%
- Cc1ccc(-n2ncc3c(Nc4cccc(C(=O)O)c4)ncnc32)cc1
 : -16%&7% | ? | 4%
- O=C(CN(c1ccc(F)cc1)S(=O)(=O)c1ccccc1)NC1CC2CCC1C2 (configuration not stated)
 : 11% | -8% | -3%
- COc1ccc2c(C(=O)NCCCCO)c(-c3ccc(S(C)(=O)=O)cc3)sc2c1
 : 3% | ? | /
- O=P(Cc1cc[n+]([O-])cc1)(c1ccccc1)c1ccccc1
 : -4% | -9% | 0%
- CN1CC=C2C(C#N)=C(N)C(C#N)(C#N)[C@H](c3ccoc3)[C@H]2C1
 : 2% | ? | 5%
- CC(C)(C)c1cc(C(=O)NN)n(Cc2ccc(Cl)cc2Cl)n1
 : -20% | ? | -29%
- Cc1ccc(S(=O)(=O)N2CCc3cc(C(=O)Nc4ccc(C(F)(F)F)cc4)ccc32)cc1
 : 3% | ? | /
- COc1ccc(CC(=O)Nc2ccc(-c3cn4ccc(C)cc4n3)cc2)cc1
 : -1% | 5.8µM* | ?
- O=C(Nc1ccc2c(c1)OCCO2)C1CCCN1S(=O)(=O)c1cccc2cccnc12 (configuration not stated)
 : 3% | 2% | 2%
- COc1ccc(C)cc1N1CC(C(=O)OCc2nc(N)nc(Nc3ccccc3C)n2)CC1=O (configuration not stated)
 : -5% | -5% | -13%
- COCCCNS(=O)(=O)c1ccc(SC)cc1
 : 11% | 2% | -19%
- NC(=O)CC(NC(=O)Cc1ccc(Br)cc1)c1ccc(N2CCCCCCC2)c([N+](=O)[O-])c1 (configuration not stated)
 : -5% | ? | 1%

# Filtered by structure: the compounds so far with a Cl atom (2)
# Values in the order: FEN1 inhibitor | DT40 TDP1 CPT | N370S GC mod
- Cc1cc(O)c(N)c(C)c1Cl
 : 0% | ? | -5%
- CC(C)(C)c1cc(C(=O)NN)n(Cc2ccc(Cl)cc2Cl)n1
 : -20% | ? | -29%

# Next section
# Values in the order: FEN1 inhibitor | DT40 TDP1 CPT | N370S GC mod
- Cc1ccc(C(=O)c2cn(Cc3ccccc3F)c3cc4c(cc3c2=O)OCCO4)cc1
 : 9% | ? | /
- CCCC1=Nc2cc(C(=O)NCCc3ccccc3)ccc2Sc2ccc(C)cc21
 : 79µM* | 4.6µM* | /
- O=C(Nc1ccccc1)C1CCCN1S(=O)(=O)c1ccc(Br)cc1 (configuration not stated)
 : 12% | ? | 0%
- COC(=O)[C@@H]1C[C@@]2(O)[C@H](O)[C@H](O)[C@H](O)C[C@H]2N1Cc1ccc(C)s1
 : 17% | 5% | 7%&-6%
- Cc1ccc(CNCCC2=CCCCC2)cc1
 : 3% | ? | 1%
- COc1ccc(NC(=O)Cn2c(SCc3cccc(Cl)c3)nc3ccncc32)c(OC)c1OC
 : -19% | 21µM* | /
- COc1ccc(Cl)cc1NS(=O)(=O)c1cn(C)nc1C
 : -4% | -6% | -14%
- O=C(O)C1C2C=CC(C2)C1C(=O)Nc1ccccc1Br (configuration not stated)
 : 7% | -2% | 0%
- O=C(O)c1c2c(nc3ccccc13)-c1ccccc1CC2
 : -9% | -4% | -1%
- Cc1ccc(-c2nnc(SCC(=O)Nc3ccc4c(c3)oc3ccccc34)n2C)c(Cl)c1
 : -6% | ? | 1%
- Cc1cc(C(=O)N(C)CC2CCCN(CCc3ccc(F)cc3)C2)c(C)o1 (configuration not stated)
 : 17% | -28% | 1%
- Cn1cccc1C(=O)N1CCC[C@@]2(CCN(c3ccncc3)C2)C1
 : / | 0% | 3%
- CC(=O)NC1=CC(=C[N+](=O)[O-])C=C1O
 : 5% | ? | /
- COc1cccc(N(C(=O)c2csnn2)C(C(=O)NC2CCCC2)c2ccccc2)c1 (configuration not stated)
 : -8% | -1% | -5%
- COc1ccc(-c2nc(CSCC(=O)N3CCN(C4CCCCC4)CC3)c(C)o2)cc1OC
 : ? | -27% | /
- COC(=O)c1c(C)oc2ccc(OC(=O)c3cccs3)cc12
 : 2% | -1% | -8%
- CCC1CCCCN1CCCNC(=O)c1ccc2nc(N3CCC(C)CC3)sc2c1 (configuration not stated)
 : -13% | ? | -10%
- COc1ccc(OCCC(=O)Nc2cc3c(cc2C(=O)O)OCCCO3)cc1
 : -11% | -1% | -1%
- CC(C)OCCCNC(=S)NNC(=O)c1ccc(Cl)c(Cl)c1
 : -8% | 9% | 15%
- Cc1ccccc1NS(=O)(=O)c1ccc(C)c(C(=O)N2CCOCC2)c1
 : 7% | -3% | -7%

# 6 successive records from above, for reference:
# Values in the order: FEN1 inhibitor | DT40 TDP1 CPT | N370S GC mod
- CCOc1ccc(CCNC(=O)Cn2ncc3c(=O)oc4ccc(C)cc4c32)cc1
 : 1% | 2% | /
- CCOC(=O)c1ccc(NS(=O)(=O)c2cc(-c3onc(C)c3C)ccc2C)cc1
 : -8% | -23% | /
- Cc1cc(O)c(N)c(C)c1Cl
 : 0% | ? | -5%
- CCC(=O)C1=C(c2cccc(OC)c2)N(C(=O)CC)n2c(nnc2C2CCCCC2)S1
 : 7% | 8.2µM* | /
- Cc1ccc(CN2CCC(NC(=O)c3ccccc3)CC2)cc1
 : 14% | ? | -4%
- NS(=O)(=O)c1ccc(NC(=S)N2CCN(Cc3ccc4c(c3)OCO4)CC2)cc1
 : -13% | ? | 2%

# Carrying on:
# Values in the order: FEN1 inhibitor | DT40 TDP1 CPT | N370S GC mod
- CCOC(=O)Cn1c(=O)oc2cc(S(=O)(=O)N3CCC(C(=O)OCC)CC3)ccc21
 : 12% | 7% | /
- OC(COCc1ccc(Cl)cc1)CN1CCN(CC(O)COCc2ccc(Cl)cc2)CC1 (configuration not stated)
 : 0% | 18µM* | ?
- O=C(CCN1CCN(Cc2ccccc2)CC1)NNC(=O)Cc1ccc(Cl)c(Cl)c1
 : -3% | ? | -4%
- CC(=O)NC1(c2ccccc2)CCN(C(=O)N2CCOCC2)CC1
 : 3% | -3% | -7%
- CN1CCC(N(C)C(=O)c2cc(S(=O)(=O)N(C)c3ccccc3)ccc2Cl)CC1
 : 2% | -14% | /
- Cc1cccc(N(C)S(=O)(=O)c2cc3c(cc2Cl)NC(=O)CO3)c1
 : -13% | -25% | /
- C=CCn1c(SCC(=O)Nc2sc3c(c2C#N)CCC(C)C3)nc2cc(C(=O)O)ccc2c1=O (configuration not stated)
 : ? | 12% | /
- C[C@@]12C(=O)Nc3cc(Cl)ccc3C(=O)N1[C@H]1c3cc(Br)ccc3OC[C@@H]1[C@@H]2c1ccccc1
 : 10% | 15µM* | 14%
- CCN1C(=S)SC(=O)C1=C1C=C(C)N(Cc2ccco2)C(C)=C1
 : 1% | 4.6µM* | -2%
- Cc1ccc(N(C)S(=O)(=O)c2cccc(C(=O)Nc3ccc(C)cn3)c2)cc1
 : -13% | ? | -7%
- COc1ccc(/C=C(/C#N)C(=O)Nc2ccc(O)cc2)cc1C(=O)O
 : -9% | -7% | -3%
- COc1cc(CCCN2C(N)=NC[C@H]2Cc2ccc(O)cc2)cc(OC)c1OC
 : -12% | -26% | 22%
- Cc1ccc(SCC(=O)OCC(=O)Nc2ccc3[nH]c(=O)[nH]c3c2)cc1C
 : -1% | -16% | 2%
- CCc1ccccc1N(CC(=O)OC)S(C)(=O)=O
 : -5% | -8% | 11%
- O=C(COC(=O)COc1ccccc1)NCc1ccccc1
 : 2% | 0% | -9%
- Cc1ccc(C(=O)Nc2nc(=O)n(C)s2)cc1
 : 0% | -3% | -2%
- COc1cc(-c2nnc(SCC(=O)Nc3cc(C)on3)n2C)cc(OC)c1O
 : -17% | 4% | 3%
- O=C(C1=NN[C@@H]2C(=O)N(c3cccc(F)c3)C(=O)[C@H]12)C(c1ccccc1)c1ccccc1
 : 10% | 1% | ?
- Cc1c(C)n(-c2ccccc2)c2ncnc(NCCCN(C)C)c12
 : -23% | 5% | -26%
- O=C(Nc1cc(Cl)ccc1-n1cncn1)c1ccc([N+](=O)[O-])s1
 : 6% | 7.3µM* | -7%
